# Source: PubChem
# MRP1 act: MRP-1 activation | H69AR cells + doxorubicin, viability rescue, CellTiter-Glo | viability increase, % at 10 µM | 140,000 tested, 0.61% active;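 active = viability gain under doxorubicin at or above a set limit, the compound median plus 3 SD, cut at about 4.7% in these data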;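 also: MRP-1 overexpressing cells given doxorubicin 25 µM after compound pretreatment; 18-22 h compound pretreatment then 72 h with doxorubicin before readout; 0% = doxorubicin-only wells and 100% = vehicle-treated cells without doxorubicin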
# PTEN del growth: suppresses growth of cells with PTEN deletion; HCT116 PTEN-null viability, CellTiter-Glo, 60 h; stronger effect = lower value; viability, % at 10 µM; 140,000 tested, 1.2% active; AID 827;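 active = viability at or below a set limit, 4 SD under the median of all tested compounds, cut at about 3.7% in these data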;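 also: PTEN knockout HCT116 line with beta catenin targeted HCT116 as companion control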
# NPY Y2 blocker: NPY-Y2 (human) receptor antagonism. 140,000 tested, 0.99% active. AID 793. P49146. NPY-Y2 expressing cells, antagonist mode. inhibition, % at 2.7 µM; in the data active = inhibition above about 17%;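 also: 0% = vehicle with agonist challenge and 100% = reference antagonist with challenge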
# Target sequence (P49146 whole entry, looked up): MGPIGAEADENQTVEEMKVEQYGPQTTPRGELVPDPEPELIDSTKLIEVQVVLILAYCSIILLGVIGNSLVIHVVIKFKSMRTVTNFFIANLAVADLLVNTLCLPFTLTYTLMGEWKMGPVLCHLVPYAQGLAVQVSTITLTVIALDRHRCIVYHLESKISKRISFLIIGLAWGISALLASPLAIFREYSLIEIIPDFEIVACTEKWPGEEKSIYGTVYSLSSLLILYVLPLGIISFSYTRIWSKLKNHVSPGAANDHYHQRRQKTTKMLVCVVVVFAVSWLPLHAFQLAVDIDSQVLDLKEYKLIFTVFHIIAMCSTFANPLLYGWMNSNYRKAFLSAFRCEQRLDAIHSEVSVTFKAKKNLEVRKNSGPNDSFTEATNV
# GALR2 blocker: GALR2 (human) receptor antagonism; O43603; GALR2-expressing cells, antagonist mode; inhibition, % at 4 µM; 140,000 tested, 0.39% active; AID 828; in the data active = inhibition above about 27%;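 also: cells stimulated with galanin 1-16 at roughly its EC80; 0% = agonist challenge control and 100% = basal control without agonist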
# Target sequence (O43603 whole entry, looked up): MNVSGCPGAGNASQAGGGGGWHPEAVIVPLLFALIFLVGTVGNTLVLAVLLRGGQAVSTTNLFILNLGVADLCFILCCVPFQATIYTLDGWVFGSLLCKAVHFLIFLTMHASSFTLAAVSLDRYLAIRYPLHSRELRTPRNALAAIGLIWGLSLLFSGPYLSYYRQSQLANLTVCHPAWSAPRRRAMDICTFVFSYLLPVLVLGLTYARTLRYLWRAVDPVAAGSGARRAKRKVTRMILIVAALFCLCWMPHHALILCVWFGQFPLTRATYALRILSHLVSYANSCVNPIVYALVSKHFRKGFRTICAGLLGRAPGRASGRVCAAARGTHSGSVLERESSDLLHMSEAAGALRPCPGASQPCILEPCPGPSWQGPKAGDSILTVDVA
# bCat KO growth: beta-catenin-lacking colon tumor cell growth suppression | HCT116 beta-catenin knockout viability, CellTiter-Glo, 60 h; stronger effect = lower value | AID 818 | viability, % at 10 µM | 140,000 tested, 1.5% active;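 active = viability at or under a set limit, the compound median less 4 SD, cut at about 6% in these data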;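 also: 0% = Hyamine 1622 control at 20 µM and 100% = untreated cell control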
# Phagocytosis inh: inhibitors of macrophage phagocytosis | 110,000 tested, 0.07% active | inhibition, % at 5 µM | J774A.1 macrophage IgG-bead phagocytosis, imaging;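 active = inhibition above the mean of the plate negative controls plus 5 SD, cut at about 13% in these data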;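 also: phagocytic index as fraction of beads internalized from green versus red external bead signal; plate controls were DMSO negative control for no effect and cytochalasin-D positive control for full effect; some results beyond the cut were filed as inactive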
# BB579 growth dn: reduces growth of yeast BB579 in restrictive medium. S. cerevisiae BB579 growth, OD615, 48 h. inhibition, % at 10 µM. 140,000 tested, 0.51% active;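 active = inhibition above a set limit, 3 SD over the mean compound inhibition, cut at about 44% in these data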; also: inactives centre near -24
#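 test system = yeast BB579 (DeaD) | buffer or medium = restrictive CSMM-D medium | doses = single compound dose of 10 µM, 0.25% DMSO final | times = 4 h preincubation and 48 h exposure at 30 °C | technique = culture absorbance at 615 nm | benchmarks = amphotericin B 10 µg/mL, positive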
# E-sel TNF inh: TNF alpha driven E-selectin expression inhibition; HUVEC TNFa-induced E-selectin immunofluorescence, high content; inhibition, % at 2 µM; 120,000 tested, 0.71% active;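 active = inhibition above the batch mean plus 3 SD, and confirmed as a hit on visual image review, cut at about 43% in these data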;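 also: 0% = TNF-stimulated DMSO wells and 100% = unstimulated control wells; not every result past the cut was called active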
# Measles CPE: protection of cells from measles virus | Measles virus-infected cells, CPE protection, absorbance | protection (pct of control), % at 4 µM | 140,000 tested, 1.5% active | AID 841; in the data active = protection mostly above about 24%, no sharp cut-off; inactive = mostly below about 26%; also: some compounds called inactive have numbers as strong as hits
# Yeast lifespan up: extends the lifespan of yeast. AID 775. 130,000 tested, 0.68% active. S. cerevisiae growth with nicotinamide, OD615; deaD strain in restrictive glucose medium. inhibition of the nicotinamide effect, % at 10 µM;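 active = inhibition above a set limit, placed 3 SD over the median of all compounds, cut at about 26% in these data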;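 also: 0% = nicotinamide-treated wells and 100% = cells grown without nicotinamide; some compounds called inactive have numbers as strong as hits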
#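 Assay system: engineered S. cerevisiae DeaD replicative-lifespan strain, galactose-grown log-phase cells; Buffer or medium: CSMM-D glucose medium, restrictive; Probe or stimulus: nicotinamide 1.5 mM; Compound: single dose 10 µM compound, 0.25% DMSO; Schedule: 4 h preincubation then 48 h treatment at 30 °C; Technique: OD615 measurement.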
# Starred values were filed as active, the others as inactive; . = not tested or not shown.
1. [O-][n+]1onc2c1CCc1c-2nn(-c2ccccc2Cl)[n+]1[O-]
2. CC1(C)CC(=O)C(C=NCCN2CCN(CC(=O)Nc3ccccc3)CC2)=C(O)C1
3. COC(=O)c1c(NC(=O)C2(C)Cc3ccccc3C(=O)O2)sc2c1CCCC2 (configuration not stated)
4. CC(=O)N1CCCc2cc(S(=O)(=O)NC(C(=O)NCc3ccc(C)cc3)C(C)C)ccc21 (configuration not stated)
5. COc1cc(S(=O)(=O)NC2CCCCC2)ccc1Cl
6. CCn1c(C)nc2c(=O)oc3ccccc3c21

compound no.	1	2	3	4	5	6
MRP1 act	-3.2	-0.8	-0.7	-2.1	-2.0	-1.9
PTEN del growth	2.0*	101	86	98	100	99
NPY Y2 blocker	1	2	2	4	-3	0
GALR2 blocker	42*	-2	-25	12	0	1
bCat KO growth	2.5*	89	91	94	91	101
Phagocytosis inh	-2	-2	0	-1	.	0
BB579 growth dn	-36	3	-9	-26	-22	-31
E-sel TNF inh	-12	-9	.	-4	3	5
Measles CPE	.	3	9	6	7	11
Yeast lifespan up	5	2	-4	-4	-5	-5

7. CC(C)c1ccc(OCC(=O)N(Cc2ccccc2)c2ccccn2)cc1
8. CCc1nnc(NC(=O)c2cnccn2)s1
9. COc1cc2c(C(=O)NCCCN3CC(C)CC(C)C3)cn(CC(C)C)c(=O)c2cc1OC (configuration not stated)
10. CCN(CC)CCNC(=O)Cn1nc(-c2ccccc2)c2ccccc2c1=O
11. Cc1noc(C)c1COc1cccc(C(=O)OCCOc2ccc(F)cc2)c1
12. O=C(CNS(=O)(=O)c1ccc(F)cc1)Nc1ccc(C(F)(F)F)cc1

compound no.	7	8	9	10	11	12
MRP1 act	-0.9	-1.6	-3.1	-3.2	1.9	1.7
PTEN del growth	78	101	92	86	77	.
NPY Y2 blocker	9	3	-2	-1	9	3
GALR2 blocker	-6	19	-4	7	-2	-7
bCat KO growth	82	110	104	96	86	86
Phagocytosis inh	-2	2	-5	0	-2	-1
BB579 growth dn	-33	6	-32	-14	-17	-15
E-sel TNF inh	.	-22	.	.	21	-11
Measles CPE	9	18	19	8	4	3
Yeast lifespan up	3	-28	-16	17	-8	2

13. COc1cccc(C2N(c3cccc(Cl)c3)C(=O)C3CCCN32)c1 (configuration not stated)
14. CC(=O)N1CCN(c2ccc(NCc3cccs3)cc2)CC1
15. CC1CCC(NCc2ccco2)CC1 (configuration not stated)
16. Cn1c(=O)c2c(nc(CN3CCC(Cc4ccccc4)CC3)n2CCN2CCOCC2)n(C)c1=O
17. Cc1c(C(=O)NCc2cccnc2)oc2ccccc12
18. O=C(O)CCCCCNS(=O)(=O)c1ccc(Cl)cc1

compound no.	13	14	15	16	17	18
MRP1 act	0.0	-2.2	0.2	-5.0	-1.2	-0.7
PTEN del growth	106	83	91	85	91	104
NPY Y2 blocker	-1	0	2	3	0	-2
GALR2 blocker	-16	7	-9	-9	-2	-9
bCat KO growth	98	83	100	82	107	86
Phagocytosis inh	0	-1	1	2	-1	0
BB579 growth dn	-27	-19	-11	-42	-13	-34
E-sel TNF inh	-2	-17	13	-14	-14	.
Measles CPE	1	2	14	14	2	10
Yeast lifespan up	-5	-27	-10	6	-12	-3

# Shown with two lines to a compound: entries from further up
# Sequence of screens: MRP1 act, PTEN del growth, NPY Y2 blocker, GALR2 blocker, bCat KO growth, Phagocytosis inh, BB579 growth dn, E-sel TNF inh, Measles CPE, Yeast lifespan up
5	COc1cc(S(=O)(=O)NC2CCCCC2)ccc1Cl
 : -2.0, 100, -3, 0, 91, ., -22, 3, 7, -5
6	CCn1c(C)nc2c(=O)oc3ccccc3c21
 : -1.9, 99, 0, 1, 101, 0, -31, 5, 11, -5
7	CC(C)c1ccc(OCC(=O)N(Cc2ccccc2)c2ccccn2)cc1
 : -0.9, 78, 9, -6, 82, -2, -33, ., 9, 3
8	CCc1nnc(NC(=O)c2cnccn2)s1
 : -1.6, 101, 3, 19, 110, 2, 6, -22, 18, -28
9	COc1cc2c(C(=O)NCCCN3CC(C)CC(C)C3)cn(CC(C)C)c(=O)c2cc1OC (configuration not stated)
 : -3.1, 92, -2, -4, 104, -5, -32, ., 19, -16
10	CCN(CC)CCNC(=O)Cn1nc(-c2ccccc2)c2ccccc2c1=O
 : -3.2, 86, -1, 7, 96, 0, -14, ., 8, 17
11	Cc1noc(C)c1COc1cccc(C(=O)OCCOc2ccc(F)cc2)c1
 : 1.9, 77, 9, -2, 86, -2, -17, 21, 4, -8
12	O=C(CNS(=O)(=O)c1ccc(F)cc1)Nc1ccc(C(F)(F)F)cc1
 : 1.7, ., 3, -7, 86, -1, -15, -11, 3, 2
13	COc1cccc(C2N(c3cccc(Cl)c3)C(=O)C3CCCN32)c1 (configuration not stated)
 : 0.0, 106, -1, -16, 98, 0, -27, -2, 1, -5
14	CC(=O)N1CCN(c2ccc(NCc3cccs3)cc2)CC1
 : -2.2, 83, 0, 7, 83, -1, -19, -17, 2, -27
15	CC1CCC(NCc2ccco2)CC1 (configuration not stated)
 : 0.2, 91, 2, -9, 100, 1, -11, 13, 14, -10
16	Cn1c(=O)c2c(nc(CN3CCC(Cc4ccccc4)CC3)n2CCN2CCOCC2)n(C)c1=O
 : -5.0, 85, 3, -9, 82, 2, -42, -14, 14, 6
17	Cc1c(C(=O)NCc2cccnc2)oc2ccccc12
 : -1.2, 91, 0, -2, 107, -1, -13, -14, 2, -12
18	O=C(O)CCCCCNS(=O)(=O)c1ccc(Cl)cc1
 : -0.7, 104, -2, -9, 86, 0, -34, ., 10, -3

# Additional records follow:
19. Cc1ccc2oc(=O)c3cnn(CC(=O)N4CCN(c5ccccc5)CC4)c3c2c1
20. CCN1CCC(C(N)=O)CC1
21. COc1ccc(CCNC(=O)COC(=O)/C=C/c2ccc(OC)c(OC)c2)cc1
22. Cc1ccc(CNc2nc(N)c([N+](=O)[O-])c(Nc3ccc(F)cc3)n2)cc1
23. CCCC(=O)c1cc(F)c(N2CCOCC2)cc1C
24. Cc1cc(C)c2c(n1)sc1c(=O)n(-c3ccccc3)c(=O)[nH]c12

compound no.	19	20	21	22	23	24
MRP1 act	-3.2	0.1	-0.1	-2.7	2.5	-0.9
PTEN del growth	77	94	93	73	93	97
NPY Y2 blocker	0	4	5	-1	6	2
GALR2 blocker	-7	-4	-2	3	-4	4
bCat KO growth	77	100	94	76	88	96
Phagocytosis inh	-1	1	-6	3	0	-1
BB579 growth dn	-8	-50	-26	-37	-10	-58
E-sel TNF inh	.	14	.	-18	-18	3
Measles CPE	7	3	1	0	5	6
Yeast lifespan up	-8	-11	-4	-11	-10	-1

25. CC1=C(C(N)=O)C(c2ccco2)C(C(N)=O)=C(C)N1
26. N#Cc1nc(COc2ccc(Cl)cc2)oc1NCc1ccc2c(c1)OCO2
27. CCn1c(COc2cccc3ccccc23)nnc1SCC(N)=O
28. CC(=O)NC(Cc1c[nH]c2ccccc12)C(=O)OCC(=O)Nc1cc(C)on1 (configuration not stated)
29. Cc1ccc(CCC2C3=C(CCCC3=O)OC3=C2C(=O)CCC3)cc1
30. CC(C)CN(C(=O)COC(=O)Cn1cnc2ccccc2c1=O)C1CCS(=O)(=O)C1 (configuration not stated)

compound no.	25	26	27	28	29	30
MRP1 act	-1.5	1.4	-0.6	-1.0	-0.2	-1.8
PTEN del growth	91	70	86	81	85	106
NPY Y2 blocker	2	14	0	0	0	2
GALR2 blocker	-8	5	-2	-3	-6	7
bCat KO growth	95	80	90	82	87	109
Phagocytosis inh	0	4	-1	-1	-1	0
BB579 growth dn	-48	-45	-16	-28	-66	7
E-sel TNF inh	8	0	-3	-16	-1	20
Measles CPE	3	21	25	7	3	5
Yeast lifespan up	-6	-15	-9	-14	-6	-18

31. Clc1ccc(Cl)c(-c2ccc(/C=N/c3ncn[nH]3)o2)c1
32. O=C1COc2ccc(C(=O)COC(=O)c3sc4ccccc4c3Cl)cc2N1
33. CN(CC(=O)NCc1ccccn1)S(=O)(=O)c1ccc(Cl)cc1
34. CC1=C(C)C(=O)C(CCCCC#CCCCC#CCO)=C(C)C1=O
35. Cc1cc(N2C(=O)C3CC=CCC3C2=O)no1 (configuration not stated)
36. Cc1cc2cc(CN(CCCO)S(=O)(=O)c3cccc4nsnc34)c(=O)[nH]c2cc1C

compound no.	31	32	33	34	35	36
MRP1 act	-0.4	-0.3	-2.0	-3.0	-2.3	-0.1
PTEN del growth	89	82	92	76	94	99
NPY Y2 blocker	4	4	2	6	5	-1
GALR2 blocker	-2	-3	-2	15	-7	-8
bCat KO growth	101	92	76	79	92	101
Phagocytosis inh	-1	.	0	.	.	3
BB579 growth dn	-27	-47	-29	-63	-34	-55
E-sel TNF inh	15	.	-37	.	2	-30
Measles CPE	2	14	42	20	11	4
Yeast lifespan up	-6	4	-11	6	.	-15

37. O=C(NCc1cccnc1)c1cccc2c1C(=O)N(C1CCCCC1)C2
38. O=S(=O)(NC1CCN(Cc2ccccc2)CC1)c1cccc(S(=O)(=O)N2CCOCC2)c1
39. O=C(CN(Cc1ccco1)C(=O)CNS(=O)(=O)c1ccccc1)NCc1ccccc1
40. COc1ccccc1-n1c(SCC(=O)NC(C)(C)C)nc(O)cc1=O
41. CCOC(=O)N1CCN(S(=O)(=O)c2cc(Br)cc3c2N(C(C)=O)C(C)C3)CC1 (configuration not stated)
42. CCOC(=O)c1nnc2cc(-c3ccccc3)nn2c1C
43. COc1ccccc1N1CCN(S(=O)(=O)c2cc(C)sc2C)CC1
44. C=CCn1c(SCC2=C(C(=O)OCC)C(C)NC(=O)N2)nnc1C1CCCCC1 (configuration not stated)

compound no.	37	38	39	40	41	42	43	44
MRP1 act	-0.4	-1.0	-0.7	-1.1	-1.9	-0.3	-2.3	-1.8
PTEN del growth	90	98	97	95	100	98	64	94
NPY Y2 blocker	2	0	3	1	2	2	2	1
GALR2 blocker	-11	3	-18	-4	6	-2	9	-3
bCat KO growth	95	92	92	95	95	78	54	94
Phagocytosis inh	.	-1	.	-1	0	1	.	-4
BB579 growth dn	-44	-50	-35	-17	1	-10	-14	8
E-sel TNF inh	-37	-27	10	.	.	6	-13	-6
Measles CPE	5	19	14	4	17	6	13	22
Yeast lifespan up	52*	1	-7	-1	-18	-16	-11	-6
